High-throughput results: PubChem, several laboratories
Exocytosis inh = blocks lytic granule exocytosis; AID 651702; actives 0.66% (n = 360,000); inhibition, % at 10 µM; TALL-104 LAMP-1 surface exposure, flow cytometry; cells stimulated with thapsigargin and PMA;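 active = inhibition above about 55%, limit read from the data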
NR2E3 ag-1 = activates human NR2E3 receptor. Q9Y5X4. AID 602229. CHO-S Gal4-NCOR/VP16-NR2E3 two-hybrid, luciferase. inhibition of corepressor binding, % at 3.98 µM. actives 0.35% (n = 360,000);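 active = inhibition above the mean of all tested compounds plus 3 SD, cut at about 70% in these data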;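 note: 0% = DMSO with NR2E3 transfected cells and 100% = cells lacking NR2E3 construct; higher means lower luciferase signal from less NR2E3 corepressor binding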
Target sequence (Q9Y5X4 whole entry, looked up, the tested form may be a part): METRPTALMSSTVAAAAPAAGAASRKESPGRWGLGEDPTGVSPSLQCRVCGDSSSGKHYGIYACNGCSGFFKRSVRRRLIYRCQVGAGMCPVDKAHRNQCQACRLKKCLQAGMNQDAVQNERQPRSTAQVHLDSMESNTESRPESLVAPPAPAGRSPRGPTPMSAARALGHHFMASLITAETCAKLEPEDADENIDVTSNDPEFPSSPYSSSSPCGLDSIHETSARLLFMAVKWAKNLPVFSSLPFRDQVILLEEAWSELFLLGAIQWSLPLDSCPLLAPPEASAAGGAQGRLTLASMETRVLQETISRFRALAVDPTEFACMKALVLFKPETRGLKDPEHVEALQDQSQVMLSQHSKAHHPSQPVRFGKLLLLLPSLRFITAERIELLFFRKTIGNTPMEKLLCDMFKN
hiPSC survival = hiPSC single-cell survival enhancement; ATPlite luminescence; 100% = ROCK inhibitor wells, 0% = DMSO; survival enhancement, % at 20 µM; actives 0.044% (n = 360,000); AID 602274; in the data active = survival enhancement above about 18%;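 note: cells exposed to compounds for 16 hours before the ATP read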
aDG glyco act = increases alpha dystroglycan glycosylation | Pro5-aDG cells, alpha-DG glycosylation AlphaScreen (IIH6); 0% Pro5, 100% B10-LARGE cell signal | activation, % at 10 µM | actives 0.22% (n = 360,000) | AID 624168;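 active = activation of at least 8% versus controls, or a plate z-score of at least 8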;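 note: Pro5 are CHO cells carrying HIG-tagged alpha-DG that lacks glycosylation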
Peg3 promoter = Peg3 promoter activity inhibition. inhibition, % at 20 µM. actives 1.7% (n = 360,000). HeLa PEG-Prom luciferase reporter, luminescence, overnight;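 active = inhibition of at least 50% at 20 µM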
NR2E3 ag-2 = activates human photoreceptor nuclear receptor NR2E3 | Q9Y5X4 | GST-NR2E3/biotin-RetCOR TR-FRET, 1536-well | inhibition of corepressor binding, % at 4.78 µM | actives 0.12% (n = 320,000) | AID 2300;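 active = percent inhibition above the cutoff of mean plus 3 SD of all tested compounds, set per screening campaign, cut at about 20% in these data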;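 note: 0% = DMSO wells and 100% = biotin wells as full block of FRET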
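Material: NR2E3–RetCOR corepressor complex / Incubation: Compound–protein incubation for 5 h at 4 °C / Dosing: compound at 4.8 µM, single dose / Detection: time-resolved FRET / Benchmarks: high control biotin, low control 0.6% DMSO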
HIF-2a inh = HIF-2a inhibition | inhibition, % at 18.8 µM | actives 0.72% (n = 360,000) | 786-0 RCC cells HIF-2a reporter, luciferase luminescence, overnight | AID 624352;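 active = inhibition of the luminescence signal of 40% or more relative to plate controls, in a single-dose primary screen at 18.75 µM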
PDI turbidity = blocks human protein disulfide isomerase activity. P07237. PDI insulin aggregation turbidity, A650, 90 min. inhibition, % at 10 µM. actives 0.052% (n = 350,000). AID 588391;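 active = mean inhibition across replicates of 30% or more, whatever share of single replicates reach that level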;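 note: absorbance from insulin aggregation driven by PDI reduction with DTT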
Target sequence (P07237 whole entry, looked up): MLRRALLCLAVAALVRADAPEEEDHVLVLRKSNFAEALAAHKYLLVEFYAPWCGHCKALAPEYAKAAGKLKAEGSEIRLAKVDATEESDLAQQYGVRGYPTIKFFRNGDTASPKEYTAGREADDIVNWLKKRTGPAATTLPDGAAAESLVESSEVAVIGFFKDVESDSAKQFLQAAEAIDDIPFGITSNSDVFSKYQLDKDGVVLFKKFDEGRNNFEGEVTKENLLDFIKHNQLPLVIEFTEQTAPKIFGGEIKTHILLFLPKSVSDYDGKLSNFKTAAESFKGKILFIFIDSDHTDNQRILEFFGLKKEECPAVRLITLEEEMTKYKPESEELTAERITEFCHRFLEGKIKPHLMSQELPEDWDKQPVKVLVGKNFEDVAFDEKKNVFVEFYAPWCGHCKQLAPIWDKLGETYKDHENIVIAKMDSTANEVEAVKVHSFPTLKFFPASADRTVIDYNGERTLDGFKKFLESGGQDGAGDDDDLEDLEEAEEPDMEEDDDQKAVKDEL
Vif inh = blocks HIV Vif function; HEK293T cells, Vif self-association by quenched fluorescence, imaging, 24 h; inhibition, % at 7.49 µM; actives 0.35% (n = 340,000); AID 602346; in the data active = inhibition above about 50%, passing the limit was not always enough; note: some results filed as inactive read as strong as hits
MITF TRPM1 inh = inhibitors of MITF-driven TRPM1 promoter in melanoma cells. actives 0.83% (n = 330,000). inhibition, % at 12.5 µM. AID 488899. SK-MEL-5 TRPM1 promoter luciferase, 24 h;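 active = mean inhibition across replicates of 60% or more, whatever share of single replicates reaches that level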; note: values of inactives mirror those of a sister screen read the other way
CaV13 ICDI inh = Disruptors of the CACNA1D IQ motif to Ca2+-dependent inactivation inhibitor domain association, primary screening, Förster resonance energy transfer in intact living …. inhibition, % at 12.3 µM. actives 0.098% (n = 340,000). HEK cells, CFP/YFP FRET ICDI-IQ, plate reader, 10 min; percent FRET-ratio fall versus neutral wells;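 active = mean replicate inhibition of at least 30% and at least 1% of replicates passing that level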;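 note: 0% = median of the neutral control wells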
* marks the source's active call; other numbers are inactive results; . = not tested or not shown.

SMILES | Exocytosis inh | NR2E3 ag-1 | hiPSC survival | aDG glyco act | Peg3 promoter | NR2E3 ag-2 | HIF-2a inh | PDI turbidity | Vif inh | MITF TRPM1 inh | CaV13 ICDI inh
Cc1ccc(S(=O)(=O)/N=C(\N)Nc2nc(C)c3ccccc3n2)cc1 | -3 | -16 | 0.0 | 0.6 | -15 | -3 | -27 | -3 | -5 | -2 | -1
O=[N+]([O-])c1ccc(Sc2nnnn2-c2ccccc2)c(Cl)c1 | -1 | -27 | -0.7 | 5.8 | 18 | 2 | 6 | -2 | 0 | 21 | -9
c1ccc(-c2cc3c(N4CCN(c5ncccn5)CC4)ncnc3s2)cc1 | -4 | -14 | -0.6 | 0.5 | 10 | 2 | -28 | 5 | 0 | 10 | -2
COC(=O)C1CN(C(=O)C(C)Oc2ccc(F)cc2)c2ccccc2O1 (configuration not stated) | 19 | -21 | 1.2 | -0.1 | 13 | 0 | 10 | -11 | -3 | 4 | -16
CCCn1nc(C(=O)Nc2nc3ccccc3[nH]2)c2ccccc2c1=O | 1 | -27 | 0.2 | -0.2 | 1 | 4 | -35 | -2 | -3 | -4 | -18
Cc1cccc(S(=O)(=O)NC(=O)C2(C)CCN2C(=O)c2sccc2C)c1 (configuration not stated) | 1 | 15 | 12 | -0.2 | 7 | . | 9 | -4 | 3 | . | -5
O=C(NCc1ccccn1)[C@@H]1C[C@H]1[C@@H](NP(=O)(c1ccccc1)c1ccccc1)c1ccccc1 | -2 | 11 | 4.6 | -0.1 | -5 | 3 | 7 | -2 | 3 | -2 | -4
O=C(O)c1ccc(OC(F)(F)C(F)C(F)(F)F)cc1 (configuration not stated) | 1 | -12 | 1.2 | -0.1 | 0 | 2 | 6 | -2 | -6 | 10 | -5
COc1ccc(N2CCN(C(c3cc4cc(C)ccc4[nH]c3=O)c3nnnn3Cc3ccccc3)CC2)cc1 (configuration not stated) | 2 | -2 | -0.9 | -0.5 | 9 | 4 | 8 | -4 | -3 | 9 | -6
Cc1cc2cc(CN(C(=O)C3CC3)C3CCCC3)c3nnnn3c2cc1C | -2 | -7 | -1.6 | -0.4 | 23 | 3 | 1 | -1 | 3 | 0 | -6

Gathered by group, the entries above containing an NH in an aromatic ring.
SMILES | Exocytosis inh | NR2E3 ag-1 | hiPSC survival | aDG glyco act | Peg3 promoter | NR2E3 ag-2 | HIF-2a inh | PDI turbidity | Vif inh | MITF TRPM1 inh | CaV13 ICDI inh
CCCn1nc(C(=O)Nc2nc3ccccc3[nH]2)c2ccccc2c1=O | 1 | -27 | 0.2 | -0.2 | 1 | 4 | -35 | -2 | -3 | -4 | -18
COc1ccc(N2CCN(C(c3cc4cc(C)ccc4[nH]c3=O)c3nnnn3Cc3ccccc3)CC2)cc1 (configuration not stated) | 2 | -2 | -0.9 | -0.5 | 9 | 4 | 8 | -4 | -3 | 9 | -6

Following part:
SMILES | Exocytosis inh | NR2E3 ag-1 | hiPSC survival | aDG glyco act | Peg3 promoter | NR2E3 ag-2 | HIF-2a inh | PDI turbidity | Vif inh | MITF TRPM1 inh | CaV13 ICDI inh
CCCS(=O)(=O)N1CCN(C(=O)COc2ccc(-c3ccccc3)cc2)CC1 | -2 | -24 | -3.0 | 0.2 | 11 | -2 | 5 | -3 | -10 | -5 | .
Cc1ccc(NS(=O)(=O)c2ccc(NS(=O)(=O)c3cccs3)cc2)cc1 | 1 | -5 | -0.7 | -0.2 | 12 | -1 | 15 | -6 | 3 | -11 | .
CCc1ccccc1NC(=O)C1CCN(C(=O)c2cccs2)CC1 | -10 | -23 | -0.2 | 0.0 | 4 | 1 | 5 | -7 | 8 | 9 | -4
CC(=O)OCN(C#N)c1nc(N(C)C)nc(N(C)C)n1 | 0 | -9 | 1.3 | -0.1 | 6 | -1 | 9 | 3 | 3 | 20 | .
O=S(=O)(N/N=C/c1ccc2c(c1)OCCO2)c1ccc(Cl)cc1 | -1 | 8 | 1.5 | 0.0 | 11 | 1 | -12 | -5 | 9 | -11 | -7
Cc1ccc(-n2nnc(-c3cccnc3Cl)n2)cc1 | -9 | -70 | -2.4 | 0.1 | -242 | 4 | -227 | 17 | -5 | -61 | -5
COc1cc(C(C#N)N2CCCCC2)ccc1O (configuration not stated) | -4 | 11 | 2.3 | 0.0 | 9 | 1 | 19 | -5 | 2 | 11 | -1
O=C(CN1C(=O)NC2NC(=O)NC21)NN=C1CCCC1 (configuration not stated) | -3 | 6 | -1.5 | -0.2 | 11 | 0 | 5 | 4 | 1 | -2 | -5
Cc1ccccc1OCC(=O)Nc1ccccc1CO | -1 | -5 | -0.7 | 0.1 | -42 | 0 | -71 | 3 | 13 | -11 | -1
CCc1sc(C(=O)NC(C)C2CCCO2)cc1Br (configuration not stated) | 0 | -12 | 0.7 | -0.1 | -11 | 3 | -29 | -17 | 9 | 5 | -6
O=C(Cc1ccccc1)Nc1ccc(NC(=O)c2ccco2)nc1 | 1 | -107 | -3.0 | 0.2 | -239 | -2 | -202 | 3 | 10 | -63 | -5
COC(=O)c1c(NC(=O)C2CCCCC2)sc2c1CCN(C(C)C)C2 | -1 | -24 | 5.2 | 0.3 | -23 | 3 | -22 | . | 1 | . | -7
O=C(CSc1nc2ccccc2[nH]1)Nc1ccc(F)c(F)c1 | -7 | 8 | 0.5 | 1.0 | 10 | 6 | -3 | 0 | -5 | -19 | -5
Cc1ccc(Oc2ncccc2C(=O)NCC(=O)O)cc1 | 4 | 11 | 0.7 | -0.2 | 8 | -3 | 10 | -2 | -14 | 13 | -15
CC(C)CN(C(=O)COC(=O)c1ccc(-c2ccccc2)cc1)C1CCS(=O)(=O)C1 (configuration not stated) | -3 | 0 | 2.0 | 0.1 | -2 | 8 | 4 | -11 | -4 | -17 | -7
CC1(C)c2ssc(=S)c2-c2ccccc2N1C(=O)c1ccco1 | 11 | -18 | -3.3 | -0.4 | 21 | 0 | 8 | -5 | 5 | -1 | -5
O=C1[C@@H](Oc2ccccc2)[C@@H](c2ccncc2)N1c1ccccc1 | -3 | -34 | -1.6 | -0.1 | 14 | . | -3 | -5 | -1 | 16 | -2
COc1cc(/C=C2\CC/C(=C\c3cc(OC)c(O)c(OC)c3)C2=O)cc(OC)c1O | -1 | 77* | -2.3 | -0.2 | 105* | 7 | -30 | 7 | -17 | 68* | -5
COc1cc(/C=C2/SC(=S)N(CC(=O)NC(C)(C)C)C2=O)cc(OC)c1OC | 1 | 12 | -0.7 | -0.2 | 15 | -3 | 15 | -1 | -3 | 19 | -5
CCOC1=NN(c2ccc(Cl)cc2)C(=O)/C1=C\N(C)C | 5 | 19 | 3.5 | 0.0 | -2 | 1 | 6 | 6 | 3 | 7 | 3
CCOP(=O)(OCC)C(NC(=O)C(F)(F)F)c1ccccc1 (configuration not stated) | 2 | -25 | 0.9 | 0.1 | 4 | -1 | 15 | 11 | 1 | 6 | -2
COc1ccc(NC(=O)C2(C)Cc3c(-c4cccc(NC(C)=O)c4)ccnc3O2)cc1OC (configuration not stated) | 1 | 14 | -1.6 | 0.3 | 26 | . | 27 | -10 | . | . | -7
CN(C)c1nc(NC(C)(C)C)nc(NC(C)(C)C)n1 | -4 | 7 | -0.8 | 0.0 | 17 | -3 | 14 | 0 | -4 | 13 | -3
COc1ccc(CCc2cc(OC)cc(=O)o2)cc1 | 4 | -22 | 3.2 | -0.2 | -23 | -2 | -72 | . | 1 | -11 | .
O=C(CN1CCN(CC(=O)Nc2ccccc2Cl)CC1)NCC1(N2CCOCC2)CCCCC1 | -7 | -23 | -0.5 | -0.2 | -12 | . | -9 | -2 | 12 | -7 | -6
COc1ccc(S(=O)(=O)N2CCC3(CC2)OCCN3S(=O)(=O)c2c(C)cc(C)cc2C)cc1 | 6 | -4 | -0.1 | 0.7 | 22 | -5 | 14 | -8 | -5 | 1 | -2
COC(=O)CNc1n[nH]c(=S)[nH]c1=O | 0 | 2 | -0.4 | -0.2 | -5 | -3 | 14 | 14 | 2 | -1 | -4
CCn1ncc(CN2CCCC(C(=O)Nc3cccc(-c4cc5ccccc5[nH]4)c3)C2)c1C (configuration not stated) | 12 | -31 | -0.5 | 4.7 | 45 | -2 | 6 | -2 | -2 | 2 | -3
CC[C@@H](C)C(C(=O)N1CCN(C(=O)OC(C)(C)C)CC1)n1cc(-c2cn([C@@H](C)C(=O)N3CCN(C(=O)OC(C)(C)C)CC3)nn2)nn1 (some centres not stated) | -2 | 5 | 0.3 | -0.1 | -6 | 2 | 17 | 1 | . | 5 | -11
Cc1ccccc1C1CCCN(Cc2nc(CC3CC3)no2)C1 (configuration not stated) | -4 | -9 | -0.3 | 4.4 | -6 | -2 | -20 | 2 | -5 | 1 | 0
Cc1ccc(NC(=O)CSC2=C(C#N)C(c3ccco3)C3=C(CC(C)(C)CC3=O)N2)cc1 (configuration not stated) | 4 | -9 | -0.3 | 0.3 | 14 | 0 | 26 | 5 | -6 | 5 | -6
COc1ccc(S(=O)(=O)N2CCCC2)cc1Br | -1 | -34 | -0.5 | 0.0 | 10 | 0 | 15 | -1 | 6 | 9 | -2
Cc1ccccc1NCC(=O)N/N=C/c1c(C)c(C(=O)c2ccc(Cl)cc2)n2ccccc12 | 3 | -17 | 0.7 | -0.1 | -2 | 4 | 12 | 2 | -10 | -12 | -15
CCC(=O)N1CCCC1(C)C(=O)Nc1ccc(C)c(C)c1 (configuration not stated) | -4 | 6 | -1.5 | -0.2 | -3 | . | 0 | -1 | -7 | . | -9
O=C(NNC(=O)c1ccccn1)c1ccc(OC(F)F)cc1 | 5 | -62 | -0.5 | 0.7 | -81 | . | -132 | 11 | -14 | -19 | -3
CCCCCCCC(=O)NNC(=O)c1ccc([N+](=O)[O-])cc1 | 0 | -10 | -2.4 | 0.0 | -3 | 1 | 15 | -1 | 3 | 6 | -4
CCOc1cc(C(=O)N(C)c2ccccc2)cc(OCC)c1OCC | 2 | -21 | -5.2 | 0.1 | 9 | 1 | 11 | 5 | -1 | 4 | .
CC(C)(C)c1ccc(C(=O)NCC(=O)N2CCC3(CC2)NCCc2[nH]cnc23)cc1 | 0 | 4 | -0.2 | -0.2 | -4 | -4 | 5 | -12 | 1 | -7 | -5
CSc1ccccc1NC(=O)C1CCN(S(C)(=O)=O)CC1 | 3 | 2 | 0.1 | -0.2 | 9 | -2 | 15 | 1 | -2 | 9 | -5
O=C(Cc1csc(-c2ccc(Cl)cc2)n1)Nc1cccc(S(=O)(=O)NC2=NCCC2)c1 | -3 | -5 | 0.7 | 0.0 | 13 | 2 | -5 | 7 | -3 | -5 | -4
Cn1cc([N+](=O)[O-])c(C(=O)Nc2cnn(Cc3ccc(F)cc3)c2)n1 | 2 | -16 | -0.2 | 0.1 | -10 | 1 | 5 | -1 | . | 3 | -7
